Arrestin-AP2 inh = inhibitors of beta-arrestin/AP2 binding, primary screen, biochemical, GPCR trafficking, flow cytometry; 340,000 tested, 0.31% active; FITC-arrestin peptide / GST-AP2 beads; AP2 beta2 appendage carries R879A mutation; beta-arrestin 1 C-terminal peptide binding to AP2 beta2-adaptin appendage (human); inhibition, % at 10 µM;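 active = inhibition above a set limit, near 3 SD of compounds lacking own fluorescence, cut at about 54% in these data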;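 note: plate controls were DMSO wells for no effect and 5 µM unlabelled arrestin peptide for full effect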
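System: GST-AP2 R879A glutathione beads | Also added: FITC-arrestin peptide, 50 nM | Times: 12 min plus 1 h, RT | Signal: Bead flow cytometry, FITC channel | Buffer or medium: PBS with 0.05% Tween 20 and 0.1% BSA | Read-out basis: Percent drop in bead-associated FITC signal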
DSG3 Ab inh = inhibitors of pemphigus antibody binding to DSG3, primary screen, biochemical, bead-based, flow cytometry, scFv-GFP. 310,000 tested, 0.48% active. DSG3-coupled beads, scFv-anti-DSG3-GFP binding; hits give low values. binding (percent of control), % at 10 µM;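 active = binding more than 3 SD below its plate's average and above zero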;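 note: hits lower antibody fragment binding to DSG3; some compounds called inactive have numbers as strong as hits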
Keap1 Nrf2 FP = Keap1-Nrf2 protein-protein interaction inhibitors, primary screen, biochemical, fluorescence polarization, single point | Keap1 Kelch-Nrf2 peptide fluorescence polarization, 1536-well | AID 504523, 2011 | inhibition, % at 9.4 µM | 340,000 tested, 0.15% active | Kelch-like ECH-associated protein 1 (Homo sapiens), Q14145; in the data active = inhibition above about 12%;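 note: human Keap1 Kelch domain with fluorescein labeled Nrf2 9mer peptide probe; 0% = neutral control wells and 100% = peptide positive control; higher means more block of Keap1 binding to Nrf2 peptide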
Target sequence (Q14145 whole entry, looked up, the tested form may be a part): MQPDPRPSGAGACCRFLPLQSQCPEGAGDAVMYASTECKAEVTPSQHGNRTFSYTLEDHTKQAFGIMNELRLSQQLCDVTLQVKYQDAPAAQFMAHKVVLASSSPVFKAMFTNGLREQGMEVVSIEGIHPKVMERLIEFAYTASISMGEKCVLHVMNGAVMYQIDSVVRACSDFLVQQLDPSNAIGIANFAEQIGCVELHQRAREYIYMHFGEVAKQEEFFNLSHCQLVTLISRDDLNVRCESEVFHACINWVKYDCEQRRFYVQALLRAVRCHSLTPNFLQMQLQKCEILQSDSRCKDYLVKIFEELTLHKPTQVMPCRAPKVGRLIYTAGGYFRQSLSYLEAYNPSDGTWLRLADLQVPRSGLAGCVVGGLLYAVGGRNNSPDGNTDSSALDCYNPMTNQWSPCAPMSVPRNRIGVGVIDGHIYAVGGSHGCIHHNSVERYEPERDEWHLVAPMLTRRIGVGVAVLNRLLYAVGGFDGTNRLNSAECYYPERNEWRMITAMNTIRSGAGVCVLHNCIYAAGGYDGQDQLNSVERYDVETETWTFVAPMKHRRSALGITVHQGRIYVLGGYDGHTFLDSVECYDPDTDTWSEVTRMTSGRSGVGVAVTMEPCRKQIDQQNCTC
DAGLB inhibitor = DAGLB lipase inhibitors, primary screen, biochemical, fluorescence, HTS. Diacylglycerol lipase-beta (Homo sapiens), Q8NCG7. HEK293T DAGLB membrane lysate, EnzChek fluorogenic substrate. inhibition, % at 5.17 µM. 340,000 tested, 0.059% active; in the data active = inhibition above about 34%;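 note: 0% = enzyme with vehicle and 100% = wells lacking enzyme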
C-LANA FP = inhibitors of KSHV C-LANA binding to DNA, primary screen, biochemical, fluorescence polarization, FAM-LBS DNA, MBP-C-LANA, single point | Kaposi's sarcoma herpesvirus LANA C-terminal domain (residues 932-1162) DNA binding | inhibition, % at 9 µM | 340,000 tested, 0.078% active | AID 504423, 2011;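 active = highest replicate inhibition at or above 60% at 9 µM, even if other replicates fall short; inactive = all replicates below 60% inhibition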;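 note: 0% = neutral control wells and 100% = 4 µM acridine orange control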
Cardiac RTF inh = cardiac RTF calcium sensitivity inhibitors, primary screen, biochemical, IANBD-TnC fluorescence, EC70 calcium; IANBD-labeled cardiac RTF, Ca2+ fluorescence; inhibition, % at 7.15 µM; 340,000 tested, 0.12% active; AID 493244, 2011;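 active = inhibition above the mean inhibition of all tested compounds plus 3 SD, cut at about 17% in these data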;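 note: assay run at fixed EC70 calcium of 1.6 mM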
V-ATPase pH = regulators of yeast V-ATPase proton pumping, primary screen, pHLuorin cytosolic pH fluorescence; S. cerevisiae; response, % at 10 µM; 350,000 tested, 0.37% active; AID 504577, 2011; in the data active = response mostly above about 7.3%, no sharp cut-off; inactive = mostly below about 5.4%; note: actives read high; inactives centre near 0; some compounds called inactive have numbers as strong as hits
NSD2 HMT inh = NSD2 histone methyltransferase inhibitors, primary screen, biochemical, AlphaScreen, single concentration, set 2 | NSD2 peptide methylation, 120 min | inhibition, % at 12.5 µM | 310,000 tested, 0.54% active; in the data active = inhibition above about 50%
CAL PDZ FP-1 = untagged CAL PDZ binding inhibitors, primary screen, biochemical, fluorescence polarization, HTS; 300,000 tested, 0.92% active; purified CAL PDZ, TMR-peptide fluorescence polarization, 1 h; AID 602252, 2012; inhibition, % at 24.9 µM;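 active = mean inhibition of at least 30% with at least half of replicates also reaching 30%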;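 note: 0% = DMSO neutral control and 100% = excess unlabeled competitor peptide PRC23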
CAL PDZ FP-2 = CAL PDZ peptide-binding inhibitors, primary screen, biochemical, fluorescence polarization, Cer-tagged CAL PDZ, HTS. AID 504414, 2011. purified CAL PDZ, TMR-peptide fluorescence polarization, 1 h. 330,000 tested, 0.02% active. inhibition, % at 20 µM;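 active = highest replicate inhibition of at least 40%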;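 note: plate controls were DMSO neutral control wells for no effect and unlabeled competitor peptide control wells for full effect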
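Material: tagged CAL PDZ protein CerCALP, purified; buffer or medium: sodium phosphate/NaCl buffer pH 7.4 with TCEP, IgG, Thesit; also added: fluorescent TMR peptide probe; schedule: 1 h incubation at room temperature before polarization reading; technique: fluorescence polarization from S- and P-plane intensities, G-factor corrected; control set: unlabelled peptide and DMSO controls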
An asterisk follows results filed as active; / = not tested or not shown. An excerpt; count on the stated rates, not on these rows.

Arrestin-AP2 inh	DSG3 Ab inh	Keap1 Nrf2 FP	DAGLB inhibitor	C-LANA FP	Cardiac RTF inh	V-ATPase pH	NSD2 HMT inh	CAL PDZ FP-1	CAL PDZ FP-2	mol
-15	102	-7	-2	0.0	-10	0	-2	/	0.6	Cc1nnc(SCC2=C(C(=O)O)N3C(=O)C(NC(=O)Cn4nc(C)c(Cl)c4C)C3SC2)s1 (stereo not given)
18	97	-1	1	-2.3	1	-6	-5	-1	-2.6	O=C(CCSc1nnc2scc(-c3ccccc3)n12)Nc1nc(-c2ccccc2)ns1
-1	105	2	0	0.3	2	0	0	-4	-2.0	COc1cc(C(=O)Nc2ccc3c(c2)N(C(=O)CCN(C)C)c2ccccc2CC3)cc(OC)c1OC
3	100	3	2	-2.9	-4	-1	/	-3	-1.3	C=CCNC(=O)c1onc(CSc2ccccc2)c1C(=O)O
5	106	0	0	1.3	4	-2	-2	-5	-3.7	CC(=O)c1cnc(Nc2cccc(Cl)c2Cl)s1
19	100	2	-3	0.3	-5	-6	-2	0	-0.5	CCn1ccc(C(=O)Nc2ccsc2C(=O)OC)n1
13	-9.0*	-4	-1	1.0	-4	2	/	/	-1.0	CC(=O)N1c2ccc(S(=O)(=O)N3CCCC(C(=O)N4CCC(C)CC4)C3)cc2CC1C (stereo not given)
-15	100	-3	0	3.0	-10	-2	0	1	-0.4	S=c1[nH]nc(-c2ccco2)n1/N=C/c1c(Cl)cccc1Cl
9	101	0	0	0.8	-2	3	0	-3	-1.4	CCOC(=O)N1CCN(C(=O)C2CCN(S(=O)(=O)c3ccc(Cl)cc3)CC2)CC1
3	/	-4	-9	-0.3	-5	-3	1	-4	-3.4	COc1cccc(-c2nnc3sc(-c4cccs4)nn23)c1
-9	99	1	2	0.6	2	1	-13	-6	-0.2	Cc1cc(O)c(NC(=O)c2cccc([N+](=O)[O-])c2)cc1C
-8	107	-5	-2	-0.9	-4	2	/	/	-2.2	O=C(CCC(=O)N1CCOc2ccccc21)Nc1ccccc1Br
-9	96	0	0	-1.2	-6	1	/	-1	-2.3	Cc1ccc(NC(=O)CC(=O)NCCN2CCOCC2)cc1
-22	105	-1	-1	0.1	9	-2	-1	/	0.2	CN(c1ccccc1)S(=O)(=O)c1cccc(NS(=O)(=O)c2ccc(/C=C/C(=O)O)cc2)c1
0	106	-4	0	0.5	-11	-1	-3	-2	-1.0	Cc1cccc(NC(=O)CSc2nc3[nH]ncc3c(=O)[nH]2)c1C

Three of these compounds in another layout:
Results follow in this order: Arrestin-AP2 inh | DSG3 Ab inh | Keap1 Nrf2 FP | DAGLB inhibitor | C-LANA FP | Cardiac RTF inh | V-ATPase pH | NSD2 HMT inh | CAL PDZ FP-1 | CAL PDZ FP-2
S=c1[nH]nc(-c2ccco2)n1/N=C/c1c(Cl)cccc1Cl
  -15 | 100 | -3 | 0 | 3.0 | -10 | -2 | 0 | 1 | -0.4
CCOC(=O)N1CCN(C(=O)C2CCN(S(=O)(=O)c3ccc(Cl)cc3)CC2)CC1
  9 | 101 | 0 | 0 | 0.8 | -2 | 3 | 0 | -3 | -1.4
COc1cccc(-c2nnc3sc(-c4cccs4)nn23)c1
  3 | / | -4 | -9 | -0.3 | -5 | -3 | 1 | -4 | -3.4

The list continues.
Arrestin-AP2 inh	DSG3 Ab inh	Keap1 Nrf2 FP	DAGLB inhibitor	C-LANA FP	Cardiac RTF inh	V-ATPase pH	NSD2 HMT inh	CAL PDZ FP-1	CAL PDZ FP-2	mol
12	98	-2	0	0.4	-6	1	-4	-1	-2.0	CC(=O)N1c2c(cc(Br)cc2S(=O)(=O)N2CCOCC2)CC1C (stereo not given)
-2	/	0	0	-1.2	-7	0	1	/	-0.6	COc1ccc(S(=O)(=O)N(C)c2ccc(C(=O)Nc3ccccc3C(=O)N3CCOCC3)cc2)cc1OC
11	107	-7	3	0.5	1	2	9	36*	0.5	O=C(O)c1ccc(N/N=C/c2cc(Br)cs2)cc1
18	/	-1	-7	-4.7	-5	-5	1	-8	-0.2	NNC(=O)Cn1c2ccccc2c2ccccc21
-1	116	-1	-1	2.4	-20	-1	-3	/	-5.8	Cc1ccc(C(C(=O)NCC2CCCO2)N(C(=O)c2snc(C(N)=O)c2N)c2ccc(C(C)C)cc2)o1 (stereo not given)
3	100	2	2	0.5	-3	-2	-2	/	-0.2	Cc1ccc(C)c(NC(=O)CN(C)C(=O)[C@@H](NC(N)=O)C(C)C)c1
21	118	1	-2	-2.2	-5	3	-1	0	0.1	O=C(NC(Cc1ccccc1)C(=O)O)/C(=C\c1ccccc1)NC(=O)c1ccc(Br)o1 (stereo not given)
/	109	/	3	/	/	4	16	/	/	NC(=O)C1CCN(C(=O)c2ccc(NS(=O)(=O)/C=C/c3ccccc3)cc2)CC1
20	118	-1	4	0.5	-3	-5	6	3	/	[O-]/C(=C(\C(=S)NCc1ccco1)[n+]1ccccc1)c1ccccc1Br
38	102	-3	-2	-1.0	5	2	0	-4	-0.1	COc1ccc(S(=O)(=O)Nc2ccc(C)c(S(=O)(=O)N3CCOCC3)c2)cc1[N+](=O)[O-]
8	100	4	1	2.7	-2	-1	-4	-2	-3.3	CC(=O)Nc1ccc(NC(=O)COC(=O)c2ccccn2)cc1
7	100	-1	0	2.0	-2	3	/	23	0.5	O=c1[nH]snc1-c1c(Cl)cccc1Cl
9	101	1	-3	-0.6	3	-3	-2	0	-1.5	CC(=O)N1CCCc2cc(S(=O)(=O)N3CCc4ccccc4C3)ccc21
4	103	-5	-1	-0.8	-4	0	/	2	-0.9	O=C(Nc1ccccc1)[C@@H]1CC=C[C@@H]2CCN(C3CCCCC3)C(=O)[C@@H]21
33	92	1	-1	-0.2	5	2	5	-5	-2.2	Cc1ccccc1OCC(=O)Nc1ccc(N2CCN(C)CC2)c(Cl)c1
-9	99	2	1	4.7	0	-1	-2	-2	-3.7	CCOc1cc(/C=N/NC(=O)c2ccc(CSc3nncn3C)cc2)ccc1OCC(=O)N1CCOCC1
10	109	5	-4	1.7	-2	4	-3	/	-1.9	Cc1ccc(/C=C2\CCC(C3CCCC3)C2=O)cc1 (stereo not given)
-5	112	0	0	0.3	-10	-2	1	-1	-0.1	O=C(Nn1c(-c2ccccc2)nc2ccccc2c1=O)C1CCC1
4	101	-4	-3	-0.6	0	2	/	1	-0.4	Cc1cc(N2CCCCC2)nc(N)n1
-12	121	-2	-5	0.2	0	-1	-3	-2	-1.1	COc1ccc(CCCC(=O)Nc2cc(C)ccc2OC)cc1
/	104	/	-16	/	/	-3	-1	/	/	O=[N+]([O-])C1C(c2ccccc2)C12c1ccccc1-c1ccccc12 (stereo not given)
2	105	-2	-2	2.0	-15	-4	/	-4	-0.2	COc1ccc2c(c1)OC[C@H]1[C@H]2N2C(=O)c3ccc(F)cc3NC(=O)[C@@]2(C)[C@H]1c1ccccc1
46	/	2	-5	-2.4	-15	3	7	-9	-3.4	COc1ccc(OCC(=O)Nc2c(C(=O)N3CCC(N4CCCCC4)CC3)oc3ccccc23)cc1
6	104	-2	1	2.8	-15	2	-3	1	-2.1	O=c1[nH]cc(NCCc2ccccc2)c(=O)[nH]1
-8	101	-7	-1	1.0	4	0	-2	-1	-1.2	Cc1cccc(NC(=O)COC(=O)c2ccc3c(=O)n4c(nc3c2)CCC4)c1
11	101	2	-2	-0.3	-2	-2	-3	-5	0.1	CCN(CC)CCNC(=O)c1ccc2c(=O)n(CCc3ccccc3)c(=O)[nH]c2c1
-11	104	-5	-7	-0.2	-2	-2	-3	/	-1.2	COc1ccccc1NC(=O)C(C)OC(=O)C1CCN(S(=O)(=O)c2ccccc2C(F)(F)F)CC1 (stereo not given)
22	114	2	7	1.2	3	-4	-1	-3	-1.0	CCCCCCCCCCCC(=O)NC(C(=O)O)C(O)c1ccccc1 (stereo not given)
16	103	1	-1	-0.9	4	7	4	/	-0.4	CCN(CC(=O)Nc1ccc(OC)cc1)C(=O)Cc1coc2cc(C)c(C)cc12
2	82	4	10	-1.7	0	4	0	-1	-3.4	Cn1cnnc1SCc1ccc(C(=O)N=Nc2c(O)n(Cc3ccc(Cl)cc3)c3ccccc23)cc1
28	94	0	1	0.5	-6	-3	-3	/	-1.5	Cc1ccc(NC(=S)NNC(=O)c2ccccc2OC(F)F)cc1
6	106	-5	0	0.4	-8	-2	-3	/	-0.3	CCOc1ccc(-c2nnn(CCC(=O)O)n2)cc1OC
40	103	-2	-3	1.3	-2	5	-1	-1	-1.1	COCCNC(=O)/C(C#N)=C/c1ccc(OCc2ccc(F)cc2)cc1
-3	/	-1	0	-0.8	-4	2	-1	-8	-0.8	CCN(CC(=O)Nc1ccc(NC(C)=O)cc1)C(=O)/C=C/c1ccc(C)o1
2	96	-4	0	-1.8	-6	3	0	-5	-2.7	CCN(CC(=O)Nc1c(F)cccc1F)C(=O)COc1ccc2c(c1)CCC2
27	106	-1	0	-0.1	-4	-4	0	-7	-0.6	CCc1ccc(NC(=O)CNC(=O)c2cn(-c3ccccc3OC)c(=O)c3ccccc23)cc1
30	89	-3	0	-0.3	-15	-4	0	-3	-0.8	Cc1cc(O)cc2c1C1CCC3(C)C(O)CCC3C1C=C2 (stereo not given)
-3	/	-2	/	0.8	/	2	-9	-4	-0.1	CSc1nc(C)c(CCOCc2ccc(F)cc2)c(=O)[nH]1
59*	119	-3	3	-0.9	-4	5	1	-5	0.3	O=c1[nH]n(Cc2ccccc2)c2ccccc12
4	116	-3	0	-0.4	-2	1	/	-3	-2.1	CCOc1cc(C(=O)CCC(=O)OCC(=O)Nc2ccc(C)c(S(=O)(=O)N(C)C)c2)ccc1O
8	106	1	-4	-2.5	-4	-1	-2	/	-0.5	O=C1CC(Sc2ccc(Cl)cc2)C(=O)N1c1ccc2c(c1)OCCO2 (stereo not given)
5	91	-5	0	0.4	-10	4	-1	7	-1.9	CCCCCNC(=O)c1c[nH]c2ccc(S(=O)(=O)N3CCC4(CC3)OCCO4)cc2c1=O
-9	101	-5	1	-0.4	-3	-4	-1	-1	-1.8	Cc1cc(C(=O)OCC(=O)N2CC(C)OC(C)C2)c2ccccc2n1 (stereo not given)

DSG3 Ab inh, entries above that show a hit
Arrestin-AP2 inh	DSG3 Ab inh	Keap1 Nrf2 FP	DAGLB inhibitor	C-LANA FP	Cardiac RTF inh	V-ATPase pH	NSD2 HMT inh	CAL PDZ FP-1	CAL PDZ FP-2	mol
13	-9.0*	-4	-1	1.0	-4	2	/	/	-1.0	CC(=O)N1c2ccc(S(=O)(=O)N3CCCC(C(=O)N4CCC(C)CC4)C3)cc2CC1C (stereo not given)
